PME-1 inh = PME-1 (human) inhibition; recombinant PME-1, FP-Rh probe fluorescence polarization; 0.53% of 320,000 active; inhibition, % at 5.9 µM; Q9Y570;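 active = inhibition above the campaign mean of all compounds plus 3 SD, cut at about 26% in these data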;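 note: competitive labeling of PME-1 active site by serine hydrolase directed probe; 0% = PME-1 with DMSO and 100% = wells lacking PME-1 enzyme; inhibitors block probe labeling so polarization falls and inhibition rises; many of its hits are not listed in these tables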
PAFAH1B3 FP inh = inhibitors of human PAFAH1B3; recombinant PAFAH1B3, FP-rhodamine probe, fluorescence polarization; AID 492972; 0.28% of 340,000 active; inhibition, % at 3.39 µM;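 active = inhibition above the screen-wide average of all tested compounds plus 3 SD, cut at about 25% in these data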;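 note: 0% = enzyme with DMSO only and 100% = wells lacking PAFAH1B3 protein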
GSTO1 counter = GSTO1 inhibition, counter-screen for RBBP9 inhibitors; inhibition, % at 5.96 µM; P78417; AID 1974; recombinant GSTO1, activity-based probe fluorescence polarization; 1.1% of 300,000 active;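 active = inhibition above the campaign mean inhibition plus 3 SD, cut at about 35% in these data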;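 note: 0% = GSTO1-1 with DMSO and 100% = wells lacking GSTO1-1 enzyme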
PAD4 FP inh = PAD4 (human) enzyme inhibition; recombinant PAD4, RCA probe fluorescence polarization; inhibition, % at 6.36 µM; Q9UM07; 0.41% of 330,000 active;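 active = percent inhibition above a cutoff equal to the mean of all tested compounds plus 3 SD, cut at about 15% in these data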;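 note: 0% = PAD4 with RCA probe and DMSO and 100% = probe without PAD4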
LYPLA1 inh = blocks human lysophospholipase 1, a PME1 counter-screen | 0.16% of 320,000 active | inhibition, % at 5.9 µM | O75608 | recombinant LYPLA1, FP-Rh probe fluorescence polarization;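 active = inhibition above the mean of all tested compounds plus 3 SD, set per campaign, cut at about 14% in these data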;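 note: inhibitors block serine hydrolase probe labeling of LYPLA1 so polarization falls; 0% = enzyme with DMSO and 100% = wells lacking LYPLA1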
pPAFAH FP inh = inhibitors of human plasma PAF acetylhydrolase (pPAFAH). recombinant pPAFAH, FP-rhodamine probe fluorescence polarization. AID 463082. inhibition, % at 3.39 µM. 1.5% of 330,000 active. Q13093;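 active = inhibition above the mean inhibition across the screen plus 3 SD, cut at about 25% in these data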;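 note: inhibitors block binding of the rhodamine activity-based probe so polarization drops; 0% = enzyme with DMSO and 100% = wells lacking pPAFAH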
LYPLA2 counter = LYPLA2 (human) inhibition in PME1 counter-screen. O95372. recombinant LYPLA2, FP-Rh probe fluorescence polarization. inhibition, % at 5.9 µM. 0.38% of 320,000 active;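 active = inhibition above the screen-wide mean plus 3 SD, limit set per campaign, cut at about 26% in these data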;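 note: 0% = LYPLA2 with DMSO and 100% = wells lacking LYPLA2 enzyme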
PAFAH1B2 inh = blocks human PAF acetylhydrolase 1b catalytic subunit 2. inhibition, % at 3.39 µM. 1.2% of 340,000 active. recombinant PAFAH1B2, FP-rhodamine activity probe, fluorescence polarization. AID 492953;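 active = inhibition above the mean of all tested compounds plus 3 SD, cut at about 24% in these data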;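 note: 0% = enzyme with DMSO and 100% = wells lacking PAFAH1B2; many of its hits are not listed in these tables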
PREPL inhibitor = inhibits the human prolyl oligopeptidase-like enzyme; AID 2751; Q4J6C6; recombinant PREPL, fluorescence polarization activity-based probe; 0.68% of 320,000 active; inhibition, % at 5.96 µM; in the data active = inhibition above about 43%;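 note: 0% = enzyme with DMSO and 100% = wells lacking enzyme; many of its hits are not listed in these tables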
The depositor's hits bear a star; x = no result given. An excerpt; the hit share may differ from the screen's.

Value order: PME-1 inh	PAFAH1B3 FP inh	GSTO1 counter	PAD4 FP inh	LYPLA1 inh	pPAFAH FP inh	LYPLA2 counter	PAFAH1B2 inh	PREPL inhibitor
Cc1ccc(CN2C(=O)C(C)Nc3ncnc(N4CCOCC4)c32)cc1 (configuration not stated)
 : 0	-2	-7	0	1	5	5	-1	-8
COc1cc(NC(=O)C2CCN(S(=O)(=O)c3ccc4[nH]c(=O)oc4c3)CC2)cc(OC)c1
 : -1	6	14	-1	-4	9	5	3	-2
Cc1ccc(S(=O)(=O)Nc2c(C)n(C)n(-c3ccccc3)c2=O)cc1C(=O)OCC(=O)N1CCCC(C)C1 (configuration not stated)
 : -2	8	-5	-4	-4	2	-5	6	1
Cc1noc(C)c1C(=O)OCC(=O)Nc1ncc(C(F)(F)F)cc1Cl
 : x	9	x	-2	x	-1	x	2	19
O=C(COC(=O)c1ccccc1NS(=O)(=O)c1cccs1)NC1CCCCC1
 : 4	-2	-16	-1	-1	3	3	8	-1
O=C(COc1ccc(F)cc1Br)NCC1(N2CCOCC2)CCCCC1
 : -3	-3	x	-1	0	1	7	5	19
CN(C(=O)C1CCN(S(=O)(=O)c2cccc3nonc23)CC1)C1CCCCC1
 : 3	0	-3	-2	-2	4	7	6	22
CC(C)CC(=O)NC(=S)N1CCN(c2ccc([N+](=O)[O-])cc2Cl)CC1
 : -1	8	6	-1	-2	6	14	4	18
CN(CC(=O)Nc1ccc(Cl)cc1)C(=O)CNC(=O)c1ccc2ccccc2c1
 : -4	5	-3	-3	-5	6	2	29*	11
Cc1nnc(NC(=O)c2ccccc2Br)s1
 : -1	2	6	1	2	4	2	1	-6
N#Cc1cc(C(=O)c2cc(Br)ccc2O)cn(Cc2ccccc2)c1=O
 : -4	-8	1	-8	0	5	-8	2	-77
CCN1CCN(c2ccc(NC(=O)c3ccc4c(c3)[nH]c(=O)n4Cc3ccc(OC)cc3)cc2)CC1
 : 3	6	5	2	-3	2	1	11	16
COc1ccc(CCCNC(=O)C2CCC(=O)N(Cc3ccccc3F)C2)cc1 (configuration not stated)
 : 0	9	6	4	0	2	-1	4	13
O=C(c1cnccn1)N(c1ccccc1)C1(C(=O)NC2CCCC2)CCCCC1
 : -7	0	-6	0	0	-1	-2	4	20
O=C(NCc1csc(-c2cccs2)n1)c1ccsc1
 : -4	5	-3	2	1	5	3	5	-5
O=C(CN1CCN(Cc2ccc(Cl)cc2)C1=O)NCCN1CCCC1
 : -8	-1	-1	-2	-3	0	-2	6	-19
Cc1nn(-c2ccccc2)c(N2CCCC2)c1/C=N/NC(=O)c1cccc(S(=O)(=O)Nc2ccc(Cl)cc2)c1
 : 15	1	-33	1	-14	24	-18	-7	14
CCCCCCc1nc(C(N)=O)c2[nH]c(=O)n(-c3ccc(OC)cc3OC)c2n1
 : 22	4	-1	0	-2	5	-1	5	-3
Cc1ccc(C)c(-c2nnc(NC(=O)COc3ccccc3)o2)c1
 : 1	5	2	1	-2	4	3	7	2
CCC(C)(C)NC(=O)C(c1ccc(OC)cc1)N(C(=O)CCC(=O)Nc1cc(C)on1)c1ccccc1F (configuration not stated)
 : 8	1	-6	2	-5	6	-1	11	2
CN1[C@@H]2CC[C@H]1CC(OC(=O)C(O)c1ccccc1)C2 (some centres not stated)
 : 6	-2	0	0	-4	-2	-3	6	10
CC(C)Sc1nc(N)nc(-c2cccs2)c1C#N
 : -7	2	-25	0	-1	-1	3	1	-8
O=C(CSc1ccc(-c2ccc(F)cc2)nn1)NCC1CCCO1 (configuration not stated)
 : 5	12	6	0	-1	2	-5	-1	6
CCOc1ccc(/C(C)=N/NC(=O)Cn2nc([N+](=O)[O-])cc2C)cc1
 : -3	1	1	4	-2	-3	1	2	3
CCCCn1c(N)c(N(CCC(C)C)C(=O)COC(=O)c2sccc2C)c(=O)[nH]c1=O
 : 7	10	x	1	-1	-4	2	4	12
CC(C)Cn1c(N)c(C(=O)CSc2cc(Cl)ccc2Cl)c(=O)n(C)c1=O
 : -4	x	3	4	-1	1	5	x	8
CN(Cc1nc2c(s1)CCCC2)C(=O)CCc1nnc(-c2ccccc2)o1
 : 4	x	-5	0	0	1	-2	x	-6
O=S(=O)(c1ccccc1)N(Cc1ccccn1)Cc1ccccn1
 : -1	-2	0	2	1	1	7	5	23
COc1cc(-c2nc3n(n2)C(c2cccc(OC)c2OC)C2=C(CCCC2=O)N3)cc(OC)c1OC (configuration not stated)
 : -2	15	3	5	1	5	2	4	0
C=Cn1cc[n+](CC(=O)c2ccc(-c3ccccc3)cc2)c1
 : -4	6	-4	-14	-1	-5	-1	-2	33

Value order: PME-1 inh	PAFAH1B3 FP inh	GSTO1 counter	PAD4 FP inh	LYPLA1 inh	pPAFAH FP inh	LYPLA2 counter	PAFAH1B2 inh	PREPL inhibitor
COC(C[C@@H](O)C[C@H](O)[C@H](C)OCc1ccccc1)OC
 : 1	-4	3	-6	4	7	-1	2	3
COc1ccc(N2CCN(Cc3csc(C)c3-c3ccc(C)cc3)CC2)cc1
 : 4	8	-4	2	-2	9	5	4	8
COc1ccc(CCN2CC(C(=O)NCCN3CCOC3=O)CCC2=O)cc1 (configuration not stated)
 : 4	6	-4	-4	-1	0	2	0	2
CCOc1ccc(C2CC(c3cccc(OC)c3)Nc3ncnn32)cc1 (configuration not stated)
 : 5	3	2	-4	3	-5	-4	1	-69
CC(CCOS(N)(=O)=O)c1ccccc1 (configuration not stated)
 : -9	-2	5	5	-3	-3	-12	21	-4
CC(C)c1ccc(N2C(=O)CC(NNC(=O)c3cccnc3)C2=O)cc1 (configuration not stated)
 : 2	5	6	-5	2	1	2	10	-9
Cc1ccc(NC(=O)/C(=C\c2ccco2)NC(=O)c2ccco2)cc1
 : -5	0	5	-4	0	4	-6	-2	-4
CC(=O)Nc1ccccc1N(C)S(=O)(=O)c1ccc(C)cc1
 : -5	15	5	-4	0	3	2	-1	2
CCc1ccccc1NC(=O)CN1CCN(C(=O)CNC(=O)c2ccc(-c3ccccc3)cc2)CC1
 : -3	7	x	1	1	3	16	0	-2
Cc1nc(/N=C(\N)N(C)C)[nH]c(=O)c1C
 : -4	3	8	3	2	-8	0	2	22
CN(Cc1cnn(C)c1)Cc1nc(COc2ccccc2)no1
 : 4	0	4	0	3	0	-2	2	20
O=C(Nc1cccc(Cl)c1N1CCCC1)c1ccc(Br)o1
 : -9	4	4	4	2	-1	3	1	-9
COc1ccc(N2CCN(S(=O)(=O)c3ccc(C(=O)NC4CCCC4)cc3)CC2)cc1
 : 1	-2	-1	2	1	2	5	7	-3
CC(NC(=O)CN1C(=O)NC2(CCCC2)C1=O)c1ccc2ccccc2c1 (configuration not stated)
 : 0	-3	x	2	3	7	9	2	0
CC[C@@H](C)[C@@H](C(=O)N1CCNCC1)n1cc(CCC(=O)O)nn1
 : 2	1	-3	3	3	1	-2	4	-5
NC(=O)Nn1c(CCC(=O)O)ccc1-c1ccc(F)cc1
 : 2	8	-1	-5	-1	5	0	5	-2
Cc1cc(=O)oc2c(C)c(OCC(=O)N3CCN(c4ccccc4)CC3)ccc12
 : 3	-1	-4	2	1	4	7	2	-36
C[C@H](CO)N1C[C@H](C)[C@@H](CN(C)S(=O)(=O)c2ccccc2)Oc2ccc(NC(=O)Cc3ccccc3)cc2C1=O
 : x	1	x	0	x	9	x	3	18
O=C1NCCN/C1=C\C(=O)c1ccccc1
 : -4	2	3	-3	6	0	-4	-1	12
O=C(Cn1cccc1)Nc1ccc(OC(F)(F)F)cc1
 : 0	4	8	-1	-1	3	-4	0	-1
Cc1ccccc1C(=O)NNC(=O)c1cccn1C
 : -1	0	-7	-3	2	6	-1	0	10
C[C@]12C=CC(=O)C=C1CC[C@@H]1C2[C@@H](O)C[C@@]2(C)C1CC[C@]2(O)C(=O)COC(=O)CCC(=O)O (some centres not stated)
 : -2	-1	0	0	2	3	2	1	11
COC(=O)C1=C(C)N(C)C(C)=C(C(=O)OC)C1c1ccncc1
 : 1	-2	-4	-3	1	-1	-1	-6	-5
O=C(CSc1nc2ccc(NC(=O)c3ccccc3C(=O)O)cc2s1)Nc1c(Cl)cccc1Cl
 : 12	1	-2	-2	3	11	0	3	15
CCCCCCCNC(=O)C1(CC2CC(c3ccc(Cl)cc3)=NO2)CCN(C(=O)C2(C)CC2)CC1 (configuration not stated)
 : -2	-2	3	-4	-6	19	-5	4	24
COc1ccccc1-c1nnc(SCC(=O)NCc2c(C)c(Cl)cc(C(C)C)c2O)o1
 : -31	-9	-9	2	-23	1	-49	-7	-13
CCOc1ccc(/C=C/C(=O)c2c(O)cc(C)oc2=O)cc1
 : -5	4	-1	1	-7	10	0	6	0
CC(=O)N1CCN(c2ccc(NC(=O)COc3ccc(Cl)cc3Cl)cc2)CC1
 : 1	9	-4	-2	1	16	11	2	53*
COc1ccccc1Nc1nc(-c2ccccc2)nc2ccccc12
 : -10	-3	-4	-3	-8	-7	-13	-2	-1
CCCN(C(=O)C1=COCCO1)c1c(N)n(Cc2ccccc2)c(=O)[nH]c1=O
 : 1	4	10	-2	0	5	-2	-7	-1
S=c1nc(C2CC2)[nH]c2ccccc12
 : -5	9	-1	-3	0	-5	-3	5	12
COc1cccc(OCCNS(=O)(=O)c2cccc([N+](=O)[O-])c2)c1
 : 4	4	8	-3	-3	1	0	3	10

Nine entries out of the list, ordered by SMILES length, low to high:
Value order: PME-1 inh	PAFAH1B3 FP inh	GSTO1 counter	PAD4 FP inh	LYPLA1 inh	pPAFAH FP inh	LYPLA2 counter	PAFAH1B2 inh	PREPL inhibitor
CC(CCOS(N)(=O)=O)c1ccccc1 (configuration not stated)
 : -9	-2	5	5	-3	-3	-12	21	-4
CCOc1ccc(C2CC(c3cccc(OC)c3)Nc3ncnn32)cc1 (configuration not stated)
 : 5	3	2	-4	3	-5	-4	1	-69
COc1cccc(OCCNS(=O)(=O)c2cccc([N+](=O)[O-])c2)c1
 : 4	4	8	-3	-3	1	0	3	10
CC[C@@H](C)[C@@H](C(=O)N1CCNCC1)n1cc(CCC(=O)O)nn1
 : 2	1	-3	3	3	1	-2	4	-5
COc1ccccc1-c1nnc(SCC(=O)NCc2c(C)c(Cl)cc(C(C)C)c2O)o1
 : -31	-9	-9	2	-23	1	-49	-7	-13
O=C(CSc1nc2ccc(NC(=O)c3ccccc3C(=O)O)cc2s1)Nc1c(Cl)cccc1Cl
 : 12	1	-2	-2	3	11	0	3	15
CCc1ccccc1NC(=O)CN1CCN(C(=O)CNC(=O)c2ccc(-c3ccccc3)cc2)CC1
 : -3	7	x	1	1	3	16	0	-2
CCCCCCCNC(=O)C1(CC2CC(c3ccc(Cl)cc3)=NO2)CCN(C(=O)C2(C)CC2)CC1 (configuration not stated)
 : -2	-2	3	-4	-6	19	-5	4	24
C[C@H](CO)N1C[C@H](C)[C@@H](CN(C)S(=O)(=O)c2ccccc2)Oc2ccc(NC(=O)Cc3ccccc3)cc2C1=O
 : x	1	x	0	x	9	x	3	18

Assay outcomes deposited in PubChem by The Scripps Research Institute Molecular Screening Center.
